Assay outcomes deposited in PubChem by National Center for Advancing Translational Sciences (NCATS).
S3 lipid droplet = qHTS Assay for Lipid Storage Modulators in Drosophila S3 Cells | Drosophila S3 cells, BODIPY lipid droplet fluorescence, 18-24 h; cells fed with added oleic acid | lipid storage change, negative = inhibition, % at the top dose, mostly 46.1 µM; hits show Potency in µM | 0.64% of 320,000 active | AID 2685; active means well fitted inhibition curve with a large enough effect in the signal ratio, with a control signal flat, not every such curve was filed as active; inconclusive means small, poorly fitted or top-dose-only effect, or effect the other way, or a change in a side signal; the % refers to the signal ratio
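Laser-scanning cytometry quantifies lipid droplet accumulation (500–530 nm total intensity; droplet/cell object ratio) in oleic acid-fed (400 uM added) Drosophila S3 cells treated with a concentration series. 20 uM Triacsin C defined 100% inhibition.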
S3 lipid droplet cell count max = further read-out of S3 lipid droplet, marked with its call; cell number change, %; measured here: cell count max response;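 cells counted by Cell Tracker Red CMTPX staining in the red channel; peak over a dose series mostly up to 46.1 µM; percent activity relative to internal control wells on each plate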
* = called active by the depositor; i = inactive; ? = inconclusive; / = no result given. On the % scale 0 is the no-effect control and ±100 the full control effect; potency means the concentration at half of the fitted maximal effect. These rows are one share of the data (hit frequency here may not be typical).

SMILES | S3 lipid droplet | S3 lipid droplet cell count max
C[C@H]1CN(C2CCCCC2)C(=O)[C@@H]1CC(=O)NCc1ccccc1 | ? | /
CC(C)(C)c1ccc(/C=C/C(=O)N2CCOCC2)cc1 | i | -3
COc1ccc(OC)c(Nc2nc(N)nc(CSc3nnc(-c4ccncc4)o3)n2)c1 | ? | /
Cc1ccc(S(=O)(=O)N2CCC(C(=O)OCC(=O)N(C)CC(=O)Nc3ccc(F)cc3)CC2)cc1C | ? | /
CCc1ccc(OCC(=O)NC(=S)Nc2ccc(C)cc2C)c(Br)c1 | ? | /
CCCCNS(=O)(=O)c1ccc(OCC(=O)OC)cc1 | ? | /
COc1ccccc1-c1nc2ccccc2c(=O)n1NC(=O)c1cccs1 | ? | /
C#CCn1c2ccccc2c2nc3ccccc3nc21 | ? | /
CCOc1ccc(NC(=O)Nc2ccc(N(C)C(C)=O)cc2)cc1 | ? | /
CC(Oc1ccc2c3c(c(=O)oc2c1)CCCC3)C(=O)NCc1ccncc1 (stereo not given) | ? | /
O=S(=O)(NCC(c1ccco1)N1CCN(c2ccccc2F)CC1)c1ccc2c(c1)OCCO2 (stereo not given) | 23µM* | /
Cc1ccc(CN2CCC(n3nccc3NC(=O)c3ccccc3C)CC2)o1 | ? | /
Nc1nc(NCc2ccco2)nc(Nc2ccc(F)cc2)c1[N+](=O)[O-] | ? | /
COc1ccc(C(CNC(=O)COc2ccc(F)cc2Cl)N2CCCCC2)cc1 (stereo not given) | -3% | -8
CCOc1ccc(-n2cnnn2)cc1S(=O)(=O)NC1CC1 | ? | /
O=[N+]([O-])c1ccc(NC(=S)N2CCc3ccccc3C2)cc1 | ? | /
COC(=O)CNC(=O)C(Cc1c[nH]c2ccccc12)NC(=O)Oc1ccccc1 (stereo not given) | 15% | 15
O=C(Nc1ccc2c(c1)OCO2)c1ccc(S(=O)(=O)NCC2CCCO2)cc1 (stereo not given) | ? | /
Cc1ccc(C)n1-c1ccc(-c2nnco2)cc1 | ? | /
C=C(c1ccccc1O)n1ccnc1 | 27% | 12

Part of the list above in order of SMILES length, highest first.
SMILES | S3 lipid droplet | S3 lipid droplet cell count max
C[C@H]1CN(C2CCCCC2)C(=O)[C@@H]1CC(=O)NCc1ccccc1 | ? | /
Cc1ccc(CN2CCC(n3nccc3NC(=O)c3ccccc3C)CC2)o1 | ? | /
C#CCn1c2ccccc2c2nc3ccccc3nc21 | ? | /

The results go on:
SMILES | S3 lipid droplet | S3 lipid droplet cell count max
Nc1nonc1-n1nnc(C(=O)N/N=C/c2cccnc2)c1-c1ccccc1 | ? | /
O=C(N/N=C/c1cccs1)c1cc(-c2ccc3ccccc3c2)n[nH]1 | i | /
Cc1nc2sc(C(c3ccco3)N3CC(C)OC(C)C3)c(O)n2n1 (stereo not given) | ? | /
COC(=O)c1ccc(OC)c(CN2CCCN(Cc3ccc(F)cc3)S2(=O)=O)c1 | -10% | -1
COc1cc(OC)cc(C(=O)N[C@H](C(=O)Nc2cc(F)ccc2C)C(C)C)c1 | ? | /
CC(C)NC(=O)CN(c1cccc(Br)c1)S(C)(=O)=O | ? | /
COc1cccc(CC(=O)Nc2nc3ccccc3[nH]2)c1 | ? | /
O=C(Nc1cccc(Cl)c1)Nc1ccccc1C(=O)O | -11% | 18
O=C(Nc1cccnc1)c1ccc(CSc2ccccc2)cc1 | 5% | -5
c1ccc(CCn2nnnc2C(c2cccnc2)N2CCN(c3nc4ccccc4s3)CC2)cc1 (stereo not given) | ? | /
C=C1CCC(O)C2(C)CCC3C(C)C(=O)OC3C12O (stereo not given) | 2% | -1
c1ccc(-c2ccccc2OCCCN2CCCC2)cc1 | ? | /
CCCCNS(=O)(=O)c1ccc2nc(-c3cccnc3)cc(C(=O)NCCCN(CC)CC)c2c1 | ? | /
O=C(CS(=O)(=O)Cc1ccccc1)Nc1ccc(S(=O)(=O)N2CCOCC2)cc1 | -24% | -8
O=C(OCc1ccc(Cl)c(Cl)c1)c1ccc[nH]1 | -20% | 1
CC1CCC(NC(=O)Cn2cnc3sccc3c2=O)CC1 (stereo not given) | ? | /
Oc1ccc(/C=N/N2CCCCC2)c(O)c1O | ? | /
COc1ccc(NC(=S)NCCc2ccccc2)c(OC)c1 | ? | /
COCCCn1c(Cc2csc(Nc3cccc(Cl)c3)n2)nnc1SCC(=O)OC1CCCCC1 | ? | /
COc1ccccc1NS(=O)(=O)c1cccc(C(=O)N/N=C/c2ccc(OCC(=O)O)cc2)c1 | ? | /

Remaining list, next part
SMILES | S3 lipid droplet | S3 lipid droplet cell count max
Cc1cc(C)c(NC(=O)C2CCC(=O)N2)c(C)c1 (stereo not given) | -23% | -13
Cc1cc(C)c2c3c(sc2n1)C1(CCSCC1)C(C#N)=C(N)O3 | ? | /
COc1ccc(NS(=O)(=O)c2cccc(C(=O)NNC(=O)c3cncc(Br)c3)c2)cc1 | ? | /
O=C(CC1(O)C(=O)N(CN2CCOCC2)c2ccccc21)c1ccccc1 (stereo not given) | ? | /
Nc1cccc(/C=C/C(=O)O)c1 | -25% | 5
O=C(CSc1nn(-c2ccccc2)c(=S)s1)NC(=O)NCc1ccco1 | i | 18
Fc1cc(Cl)ccc1NC(=S)NCCN1CCOCC1 | ? | /
CCN1CCc2c(sc(NC(=O)c3ccc(S(=O)(=O)N4CCCC4)cc3)c2C(=O)NC)C1 | ? | /
CCCCn1nc2cc(C(=O)N[C@H](C)C3CCCCC3)ccc2c1OCC | 0% | -12
O=C(CCc1ccccc1)Nc1ncc([N+](=O)[O-])s1 | -1% | -18
Clc1ccc(-c2csc(Nc3cccnc3)n2)cc1 | ? | /
O=C1CSC(c2ccc([N+](=O)[O-])cc2)N1CCN1CCCCC1 (stereo not given) | ? | /
O=C(COC(=O)c1cc2ccccc2cc1O)Nc1cccnc1Cl | ? | /
COC(=O)c1ccc(C)c(NC(=O)C2COc3ccccc3O2)c1 (stereo not given) | ? | /
O=C(NC(=S)Nc1ccc(Cc2ccncc2)cc1)c1ccccc1F | -5% | -9
COc1ccc(Sc2ncnc3onc(C)c23)cc1 | ? | /
COc1cccc(NC(=O)Cn2nnc(C(=O)NCCc3ccccc3)c2N)c1 | 21µM* | 2.7*
CC(=O)NC1=NN(C(C)=O)C2(S1)C(=O)N(CC(C)C)c1ccc(C)cc12 (stereo not given) | ? | /
Cc1occc1-c1nnc(SCC(=O)c2ccc(Cl)cc2)n1CC1CCCO1 (stereo not given) | 11% | -15
CCOC(=O)c1[nH]c2ccc(OC)cc2c1NC(C)=O | ? | /

Next part
SMILES | S3 lipid droplet | S3 lipid droplet cell count max
COc1cccc(CN2CCNC(=O)C2CC(=O)NCC2CCOCC2)c1 (stereo not given) | 9% | /
COc1ccc(C(=O)Nc2ccccc2N2CCCCC2)cc1[N+](=O)[O-] | 0% | 9
COC(=O)C(C)NC(=O)C(C)NC(=O)OCc1ccccc1 (stereo not given) | ? | /
Fc1ccc(-c2oncc2-c2nnnn2-c2ccccc2)cc1F | -1% | 2
COC1CCN(C(=O)c2ccc3oc(C(C)C)nc3c2)CC1 | ? | /
COc1cc(OC)c(OC)cc1/C=N/NC(=O)CC1C(=O)NN=C1C (stereo not given) | 14% | 24
COc1ccc(C(=O)COC(=O)CCc2ccccc2)cc1 | -15% | -6
COc1ccc(-c2[nH]c(-c3ccc(F)cc3)nc2SCC(=O)NC2CCCC2)cc1 | ? | /
CC1=CC(C)(C)N(C(=O)CN2C(=O)CCC2=O)c2ccc(C)cc21 | 2% | -3
NC(=O)C1CCN(C(=O)Cn2cccc2C(=O)c2ccccc2)CC1 | ? | /
Cc1ccc(NC(=O)N2CCC(NC(=O)C(C)(C)C)CC2)cc1 | 0% | -4
O=C1CC(N2CCC(c3nc4ccccc4[nH]3)CC2)C(=O)N1Cc1ccccc1 (stereo not given) | ? | /
COC(=O)[C@@]12CCCCN1[C@H](c1ccc(-c3ccc(F)cc3)c(OC)c1)[C@@H]1C(=O)N(C)C(=O)[C@@H]12 | ? | /
Cc1ccc2c(ccc[n+]2CC(=O)c2ccccc2)c1 | -10% | 0
CCCNc1nc(OC(C(F)(F)F)C(F)(F)F)nc(OC(C(F)(F)F)C(F)(F)F)n1 | ? | /
CCN1CCN(C(=O)NCc2ccccc2)CC1 | ? | /
O=C1NC(=S)S/C1=C/c1ccc(Oc2cnccn2)cc1 | 1% | -8
CNC(=O)CSc1nnc(-c2ccco2)n1-c1ccccc1OC | ? | /
c1ccc2c(c1)OCC(c1nn3c(Cn4nnc5ccccc54)nnc3s1)O2 (stereo not given) | ? | /
Cc1ccc(OCC(O)CN2CCc3ccccc3C2)c(C)c1 (stereo not given) | ? | /

Six successive compounds out of the list so far, for reference:
SMILES | S3 lipid droplet | S3 lipid droplet cell count max
COc1cccc(CC(=O)Nc2nc3ccccc3[nH]2)c1 | ? | /
O=C(Nc1cccc(Cl)c1)Nc1ccccc1C(=O)O | -11% | 18
O=C(Nc1cccnc1)c1ccc(CSc2ccccc2)cc1 | 5% | -5
c1ccc(CCn2nnnc2C(c2cccnc2)N2CCN(c3nc4ccccc4s3)CC2)cc1 (stereo not given) | ? | /
C=C1CCC(O)C2(C)CCC3C(C)C(=O)OC3C12O (stereo not given) | 2% | -1
c1ccc(-c2ccccc2OCCCN2CCCC2)cc1 | ? | /

Next part:
SMILES | S3 lipid droplet | S3 lipid droplet cell count max
O=C(NC1CCOCC1)C1CCC(=O)N(CCc2cccc(F)c2)C1 (stereo not given) | ? | /
COc1ccc(NC(=O)N[C@@H](CCSC)C(=O)O)cc1Cl | ? | /
COc1ccccc1C(=O)Nc1ccc2c(c1)nc1n2CCN(Cc2ccccc2)C1 | -5% | 1
Cc1cc(NC(=O)CSCC(=O)Nc2nc3ccc(F)cc3s2)no1 | 12µM* | 9.7*
CNC(=O)c1csc(-c2ccc(C)cc2)n1 | 6% | 9
CC(C)N1CCC(N2CCN(Cc3ccc4nonc4c3)CC2CCO)CC1 (stereo not given) | ? | /
COC(=O)c1ccc(CNC(=O)CSC2=NCCS2)cc1 | ? | /
COCCNC(=O)Cn1cnc2sc(C)c(S(=O)(=O)N3CCC(C)CC3)c2c1=O | ? | /
O=c1c2c(nc3nc(COc4ccccc4)[nH]n13)CCC2 | i | /
CC(=O)NNc1ncnc2c1cnn2-c1ccc(C)c(Cl)c1 | ? | /
Brc1cc2[nH]cnc2c2ccccc12 | ? | /
CCOc1ccccc1N(CC(=O)NCCSc1ccccn1)S(=O)(=O)c1ccc(C)cc1 | ? | /
CC(NC(=O)c1ccccc1F)c1ccccc1 (stereo not given) | 12% | 1
Cc1nc(C(C)NC(=O)CCc2nnc(Cc3c[nH]c4ccccc34)o2)cs1 (stereo not given) | -9% | -12
COc1cc(C(=O)N/N=C/c2cccc(Oc3ccccc3)c2)ccc1O | ? | /
CS(=O)(=O)N1CCC(C(=O)Nc2ccc(Br)cc2F)CC1 | i | 2
CCCOc1cc(C)c(S(=O)(=O)n2ccc(C)n2)cc1C | ? | /
CCN1C(=O)c2ccc(-c3nc4ccccc4c(=O)o3)cc2C1=O | 3% | 3
COc1ccc(C(=O)N/N=C(\C)CC(=O)NC2CCCCC2)c(OC)c1 | ? | /
CCOC(=O)C1CCN(C(=O)COc2cccc(C)c2)CC1 | 6% | -11

(continued)
SMILES | S3 lipid droplet | S3 lipid droplet cell count max
Nc1cc(N)nc(SCC(=O)c2ccc3c(c2)NC(=O)CO3)n1 | ? | /
COCCNC(=O)c1cc2c(=O)n3cccc(C)c3nc2n(Cc2ccncc2)c1=N | 13% | -15
Cc1ccc(S(=O)(=O)/N=S(/C)c2ccccc2)cc1 (stereo not given) | ? | /
COc1ccc2c(C)c(CCC(=O)NCCCN3CCCC3=O)c(=O)oc2c1C | -3% | 16
O=C(Nc1nc(-c2ccc(Cl)cc2Cl)cs1)C1CCCO1 (stereo not given) | ? | /
ClCc1csc(N/N=C/c2cccs2)n1 | 6% | 2
Cc1cc(=O)n2nc(N3CCCC3C(=O)Nc3ccccc3C)sc2n1 (stereo not given) | ? | /
CC1=CC(C)(C)Nc2cc(C)c(C)cc21 | ? | /
COc1cccc(NC(=O)CNC(=O)c2ccc(C)cc2)c1 | 24% | 1
COCc1cc(C)nc(SCC(=O)Oc2ccc(Cl)cc2)c1C#N | 4% | 0
O=c1c2ccccc2c(C=Nc2ccc(O)cc2)c(O)n1-c1nccs1 | -8% | 13
Cc1cc(C)cc(NC(=S)N(C)C)c1 | -3% | 8
Cc1cccc(OCC(=O)Nc2ccccc2N2CCCC2)c1C | ? | /
CC(C)CNC(=O)Cn1nc(C(F)(F)F)c2c1CCCC2 | ? | /
S=c1[nH]nc(Cc2n[nH]c(=S)n2-c2ccccc2)n1-c1ccccc1 | -3% | -6
CCOc1ccccc1C(=O)NC1CCN(Cc2ccccc2)CC1 | ? | /
C=CCOc1ccc(Br)cc1/C=C1\NC(=S)N(C(C)=O)C1=O | -2% | 4
COCCCNc1nc2nonc2nc1N1CCN(C2CCCC2)CC1 | 17% | 4
CCn1c(=O)n(CC)c2cc(S(=O)(=O)N3CCOCC3)ccc21 | ? | /
COCc1c(C(=O)Nc2ccc3nc(N4CCOCC4)sc3c2)oc2ccccc12 | ? | /
COc1ccccc1NC(=O)CSc1nnnn1C1CCCCC1 | ? | /
CCC(=O)N(CCC(c1ccco1)c1ccccc1OC)Cc1cccs1 (stereo not given) | ? | /
